# TrxR1 inh: blocks rat thioredoxin reductase 1. recombinant rTrxR1, NADPH fluorescence consumption, selenite substrate. Potency, µM (top dose mostly 114 µM), without a hit: at the highest dose activity change, negative = inhibition, hits mostly inhibitors. 390,000 tested, 1% active. AID 588453; note: % is set by controls: 0 for no effect and ±100 for the full control effect; nearly all actives have a fitted effect of over 65% in size
# Target sequence (O89049 whole entry, looked up): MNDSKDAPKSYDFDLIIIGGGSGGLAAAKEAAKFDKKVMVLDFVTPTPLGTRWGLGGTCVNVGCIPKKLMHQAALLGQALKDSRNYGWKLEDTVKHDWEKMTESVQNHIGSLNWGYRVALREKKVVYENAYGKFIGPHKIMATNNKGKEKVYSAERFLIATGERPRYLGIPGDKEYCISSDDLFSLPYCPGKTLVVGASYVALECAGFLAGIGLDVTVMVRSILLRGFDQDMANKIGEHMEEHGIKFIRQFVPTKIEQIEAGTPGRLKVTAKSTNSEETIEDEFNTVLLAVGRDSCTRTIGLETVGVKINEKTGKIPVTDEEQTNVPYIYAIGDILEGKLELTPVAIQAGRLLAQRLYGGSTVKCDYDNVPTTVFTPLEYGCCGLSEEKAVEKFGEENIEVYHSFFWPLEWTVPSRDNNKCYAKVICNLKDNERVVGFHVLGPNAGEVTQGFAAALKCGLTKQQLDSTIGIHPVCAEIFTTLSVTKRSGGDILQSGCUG
#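 Rat TrxR1 (90 nM in the dispensed reagent) was pre-reduced with 400 uM NADPH for 5 min at room temperature, then incubated with compound for 15 min. After 400 uM selenite was added, NADPH fluorescence (Ex 340/Em 450 nm) was followed for 8 min.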
# Vif-A3F inh: inhibitors of Vif-A3F interaction | Potency, µM (doses to about 46.1 µM), inactives show at the top dose activity, negative = active | 390,000 tested, 0.2% active | AID 602313 | HeLa A3F-eYFP + Vif (tagged APOBEC3F with the HIV-1 protein that degrades it), YFP fluorescence increase; note: % of control where 0% means no effect; nearly all actives have a fitted effect of over 65% in size
#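 HeLa cells stably expressing A3F-eYFP plus Vif, plated and incubated overnight at 37 deg C, then exposed to compounds overnight at 37 deg C. Blocked degradation read as raised yellow fluorescence (Ex 488/Em 500-530).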
# Vif-A3G inh: Vif-A3G binding inhibition; HeLa A3G-eYFP + Vif (tagged APOBEC3G with the HIV-1 protein that degrades it), YFP fluorescence, overnight; 410,000 tested, 0.076% active; Potency, µM (doses to about 46.1 µM), for the others: at the highest dose activity, negative = active, most hits filed as inhibitors; Q9HC16;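 note: % is set by controls: 0 for no effect and ±100 for the full control effect; nearly all actives have a fitted effect of over 60% in size; hits raise eYFP signal because A3G escapes Vif-driven loss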
# Target sequence (Q9HC16 whole entry, looked up): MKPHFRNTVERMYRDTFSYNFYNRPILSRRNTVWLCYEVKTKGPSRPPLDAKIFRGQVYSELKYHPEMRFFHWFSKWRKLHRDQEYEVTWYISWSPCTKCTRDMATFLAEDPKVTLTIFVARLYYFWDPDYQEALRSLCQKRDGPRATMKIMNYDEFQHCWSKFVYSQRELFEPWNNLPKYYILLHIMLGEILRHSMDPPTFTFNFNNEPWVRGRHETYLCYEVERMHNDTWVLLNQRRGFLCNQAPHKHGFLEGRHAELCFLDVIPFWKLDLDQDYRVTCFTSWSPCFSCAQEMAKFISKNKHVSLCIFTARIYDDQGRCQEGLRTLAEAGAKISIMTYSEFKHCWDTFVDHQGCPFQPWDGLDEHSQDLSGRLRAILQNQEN
#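 Read-out is eYFP fluorescence (Ex 488/Em 500-530) from Vif-expressing HeLa A3G-eYFP cells; more signal means A3G escaped Vif-mediated degradation. Cells plated overnight, compound pinned in, incubated overnight at 37 deg C.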
# TrxR1 substrate: is turned over as a substrate by rat TrxR1; purified TrxR1 substrate turnover, NADPH consumption readout; Potency, µM (highest dose often 114 µM), inactives show top-dose activity change, negative = substrate turnover; 390,000 tested, 0.01% active; AID 588456; note: % is set by controls: 0 for no effect and ±100 for the full control effect; nearly all actives have a fitted effect of over 50% in size
#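 Rat TrxR1, dispensed at 90 nM, was prereduced with 400 uM NADPH (final) for 5 min at ~22 deg C, then incubated with compound 15 min before 400 uM selenite. A first-read NADPH fluorescence drop versus no-compound background flagged substrates.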
# RGS4 inhibitor: blocks human RGS4-accelerated GTP hydrolysis | Transcreener GDP fluorescence polarization, RGS4-accelerated GTP hydrolysis | Potency, µM (doses to about 114 µM), for inactives: at the top dose activity change, negative = inhibition, actives largely listed as inhibitors | 390,000 tested, 0.039% active | AID 504845; note: % is set by controls: 0 for no effect and ±100 for the full control effect; nearly all actives have a fitted effect of over 75% in size; some results filed as inactive show a strong effect at the top dose
# Target sequence (P49798 whole entry, looked up): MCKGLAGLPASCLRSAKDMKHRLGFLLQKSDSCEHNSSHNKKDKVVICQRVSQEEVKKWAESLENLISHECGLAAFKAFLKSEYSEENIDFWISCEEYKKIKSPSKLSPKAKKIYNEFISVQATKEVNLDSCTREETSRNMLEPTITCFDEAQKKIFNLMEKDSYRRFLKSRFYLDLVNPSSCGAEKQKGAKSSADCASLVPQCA
#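 MLSMR compounds (23 nl, pin-transferred) preincubated 10 min at room temperature with a 500nM (2x) first reagent, then RGS4 at 900nM (2x) plus Transcreener GDP mix added; fluorescence polarization (620/688 nm) read before and after 90 min at 30 °C.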
# USP1-UAF1 inh: inhibitors of human USP1/UAF1 deubiquitinase; 390,000 tested, 0.23% active; O94782; Potency, µM (series often up to 57.1 µM), without a hit: at the highest dose activity change, negative = inhibition, actives largely listed as inhibitors; AID 743255; recombinant USP1/UAF1, Ub-Rhodamine cleavage fluorescence; note: % is set by controls: 0 for no effect and ±100 for the full control effect; nearly all actives have a fitted effect of over 60% in size; inactives centre near -12
#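 In this screen, compounds sit with the deubiquitinase complex (1nM) for 15 min at room temperature before Ub-Rho is added at 150nM final. Fluorescence rise is then followed for 6 reads every 60 seconds.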
# RXFP1 ag: agonists of human relaxin receptor RXFP1. Q9HBX9. HEK293T-RXFP1 cAMP TR-FRET, 30 min; response scale: percent of porcine relaxin response, buffer zero. Potency, µM (series often up to 57.5 µM), for inactives: top-dose activation, most hits filed as activators. 370,000 tested, 0.3% active; note: % is set by controls: 0 for no effect and ±100 for the full control effect; nearly all actives have a fitted effect of over 60% in size; many of its hits are not listed in these tables
#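 cAMP rise read by TR-FRET after 30 min, 37C compound exposure (up to 58 uM) in RXFP1-transfected HEK293 cells with Ro 20174 present. EC50 from Hill-equation fits, with 29 nM porcine relaxin as 100% and buffer as basal.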
# 12-LOX inh: blocks human arachidonate 12S-lipoxygenase; P18054; purified 12hLO, xylenol orange hydroperoxide absorbance; Potency, µM (series often up to 108 µM), without a hit: at the top dose activity change, negative = inhibition, usual class: inhibitors; 580,000 tested, 1.1% active; note: % is set by controls: 0 for no effect and ±100 for the full control effect
#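 Hydroperoxide product was detected by ferrous iron/xylenol orange as the 573 to 405 nm absorbance ratio. Arachidonic acid at 40 uM (final) was turned over for 30 min at room temperature by 150 nM human 12hLO, pH 7.0 Hepes buffer, after 15 min compound preincubation.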
# IDH1 R132H inh: human IDH1 R132H inhibition; 390,000 tested, 0.093% active; Potency, µM (doses to about 76.6 µM), for the others: top-dose activity change, negative = inhibition, usual class: inhibitors; IDH1-R132H enzyme, NADPH consumption, diaphorase/resazurin fluorescence; O75874; note: % is set by controls: 0 for no effect and ±100 for the full control effect; nearly all actives have a fitted effect of over 65% in size
#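 IDH1-R132H (0.5 ug/mL dispensed) in pH 7.5 Tris buffer was preincubated 30 min with compound, then given a substrate mix of 0.016 mM NADPH and 2 mM alpha-KG for 80 min at room temperature; remaining NADPH was read by diaphorase/resazurin fluorescence.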
# Numbers without * were called inactive; ? = inconclusive; . = no result given; [ ] = remark or other dose. Calls come from the whole dose curve; as a rule, active = well fitted curve in the direction sought with a large enough effect; inconclusive = small, poorly fitted or top-dose-only effect, or another doubt; inactive = no such curve, though single readings can be large; an effect the other way counts as inactive or inconclusive. Potency is the fitted concentration of half-maximal effect. Only part of the results is shown; count on the stated rates, not on these rows.
# The first 2 compounds as a preview:
SMILES,TrxR1 inh,Vif-A3F inh,Vif-A3G inh,TrxR1 substrate,RGS4 inhibitor,USP1-UAF1 inh,RXFP1 ag,12-LOX inh,IDH1 R132H inh
Nc1nonc1-c1nc2ccccc2n1CCC(=O)O,-12.6%,2.2%,-7.8%,-4.6%,10.2%,-22.6%,0.5%,-8.5%,13.6%
COc1ccc(CNC(=O)C2CCN(S(=O)(=O)c3cc(OC)ccc3OC)CC2)cc1,-12.4%,-0.9%,2.8%,-3.7%,4.9%,10.5%,0.0%,-11.7%,10.9%

# Main list (from the top)
SMILES,TrxR1 inh,Vif-A3F inh,Vif-A3G inh,TrxR1 substrate,RGS4 inhibitor,USP1-UAF1 inh,RXFP1 ag,12-LOX inh,IDH1 R132H inh
Nc1nonc1-c1nc2ccccc2n1CCC(=O)O,-12.6%,2.2%,-7.8%,-4.6%,10.2%,-22.6%,0.5%,-8.5%,13.6%
COc1ccc(CNC(=O)C2CCN(S(=O)(=O)c3cc(OC)ccc3OC)CC2)cc1,-12.4%,-0.9%,2.8%,-3.7%,4.9%,10.5%,0.0%,-11.7%,10.9%
CC(C)(C)c1ccc(OCCSc2nc(-c3cccs3)nc3cc(=O)[nH]n23)cc1,69.3%[activator][57.1 µM],-3.1%,-7.6%,59.9%[activator][57.1 µM],11.5%,-15.7%,2.2%,-18.3%,-19.1%
CC(C)(C)c1nn(-c2ccccc2)c2[nH]c(=O)c(CNCc3ccco3)cc12,?,-0.1%,6.9%,17.7%,-13.5%[11.4 µM],-14.6%,-0.4%,0.7%,5.5%
COc1ccc(COC(=O)CCCN=C2NS(=O)(=O)c3ccccc32)cc1F,.,0.8%,2.0%,.,.,0.0%,.,-2.5%,-1.3%
Cc1ccc(C(=O)C(OC(=O)c2cnccn2)c2ccccc2)cc1 (configuration not stated),12.6%,-0.1%,-1.3%,1.8%,1.0%,-15.2%,0.6%,-2.6%,0.7%
O=C(Cc1cccc2ccccc12)N/N=C/c1ccc(OC(=O)/C=C/c2ccco2)cc1,?,-13.9%,-2.5%,-2.5%,-0.6%,-19.1%,0.6%,-19.7%,-1.2%
Cc1c(C2=CCN(S(=O)(=O)c3ccc(Cl)cc3)CC2)c2ccccc2n1C,-7.4%,-17.8%,0.5%,7.5%[57.1 µM],-7.9%,-16.9%,-0.4%,-10.7%,2.0%
Cc1ccc(S(=O)(=O)NCCC(=O)NCc2ccccc2)cc1,-1.6%,-5.1%,0.0%,-5.5%,8.6%,5.6%,-3.0%,-9.6%,2.4%
COC(=O)COc1cccc(NS(=O)(=O)c2ccc(NC(C)=O)cc2)c1,16.7%,-2.1%,-0.3%,7.9%,24.5%,-5.7%,0.8%,-9.4%,10.0%
O=C(NNC(=O)c1ccc([N+](=O)[O-])cc1)NC1CCCCC1,18.3%,0.0%,2.1%,-1.8%,23.4%,-6.7%,-0.5%,462.9%[activator],-3.9%
Cc1ccc(OCC(O)CNCc2ccccc2)cc1C (configuration not stated),18.7%,-0.4%,3.4%,-2.9%,23.5%,-9.6%,1.9%,-7.3%,-0.5%
Cc1sc2ncnc(Sc3nnnn3-c3ccc(Cl)cc3)c2c1C,?,0.6%,-9.8%,5.1%,-5.9%[56.9 µM],-11.1%,9.8%,5.3%,-4.1%
N#CCc1c(C#N)c(N)nc(N2CCCC2)c1C#N,18.0%[57.1 µM],5.5%,-7.5%,10.7%[57.1 µM],-30.0%,-5.3%,.,-2.2%,-8.1%
CCSc1ccc(-c2ccc(C)cc2)nn1,16.9%[57.1 µM],-6.6%,0.0%,6.6%[57.1 µM],18.6%,-2.1%,-0.9%,1.7%,30.0%[activator]
CCOc1ccc(-c2cc3c(=O)n(CC(=O)NCc4ccccc4)ccn3n2)cc1,29.3%[57.1 µM],.,.,5.7%[57.1 µM],23.5%,-22.5%,20.4%,?,.
CCOCCCN(C)C1CCN(C(=O)c2oc3ccccc3c2NC(=O)COc2cccc(C)c2)CC1,3.8%,2.4%,2.7%,0.5%,-17.1%,-20.0%,-0.3%,35.6%[activator],-3.8%
O=S(=O)(Nc1nccs1)c1cc(Cl)ccc1Cl,3.5%,-3.0%,-5.8%,2.6%,-49.7%,-18.5%,0.4%,12.2%,6.9%
NC(=O)c1nsc(C(=O)N(c2ccc3c(c2)OCCO3)C(C(=O)NCC2CCCO2)c2ccc(F)cc2)c1N (configuration not stated),-6.7%,-0.5%,-3.7%,-7.8%,-6.0%,-10.6%,0.0%,14.7%,-2.0%
CCN(CC)c1ccc(NC(=O)c2ccccc2OCC(=O)OC)cc1,-9.8%,2.1%,-8.8%,-13.4%,11.1%[11.4 µM],-9.0%,-3.4%,?,13.9%
Cc1ccc(N(C)C(=O)n2cnc3ccccc32)cc1,27.0%,-0.6%,-1.0%,10.5%,9.8%,?,2.7%,-10.0%,4.2%
CCO[C@@H]1OC(C(=O)N2CCN(C)CC2)=C[C@H](c2coc3ccccc3c2=O)[C@H]1CCCO,15.8%,1.4%,0.0%,0.6%,4.1%,-12.8%,-0.8%,9.3%,-4.7%
O=S(=O)(NCc1ccco1)c1cnc(Cl)c(Br)c1,-25.8%,-3.4%,-0.2%,-15.1%,-0.7%,-7.0%,1.4%,-9.8%,-0.2%
CN(CCOc1cccc(C(F)(F)F)c1)Cc1ccccc1,2.3%[57.1 µM],-18.4%,1.4%,-2.8%[57.1 µM],-3.9%,-26.0%,-2.3%,-16.5%,8.5%
CCCCNC(=O)c1cccc(C(=O)NCCCC)c1,20.4%,-0.5%,1.6%,1.5%,-16.7%,-14.6%,2.7%,5.7%,1.6%
N#CCc1c[nH]c2ccc([N+](=O)[O-])cc12,5.8%[57.1 µM],5.3%,-0.5%,4.3%[57.1 µM],15.1%,-3.6%,.,2.1%,9.0%
CCN(C(=O)c1ccco1)C1C2CC3CC(C2)CC1C3 (configuration not stated),1.3%,0.5%,4.3%,-2.6%,17.0%,-12.7%,-1.7%,0.4%,21.6%
COc1ccc(NC(C)=O)cc1NC(=O)CN1CCN(c2ccccn2)CC1,-8.2%,-2.3%,1.0%,-7.6%,-1.1%,-9.5%,-0.2%,.,5.0%
O=S(=O)(NCCc1csc2nc(-c3ccc(Cl)cc3)nn12)c1ccc(Oc2ccccc2)cc1,6.3%[57.1 µM],0.4%,3.5%,-5.5%[57.1 µM],-0.5%,-1.1%,3.2%,-0.7%,-12.2%
CC(C)(C)OC(=O)NCCCC[C@H](NC(=O)[C@H](Cc1c[nH]c2ccccc12)NC(=O)OCc1ccccc1)C(=O)O,15.2%,-7.8%,-1.7%,1.0%,-11.0%,-20.7%,3.9%,-19.2%,-2.6%
O=C(COc1ccccc1Cl)N1CCN(c2ccc([N+](=O)[O-])c(N3CCOCC3)c2)CC1,15.8%,2.1%,-1.2%,-3.0%,5.6%,-5.0%,-1.5%,17.8%,0.0%
Cc1ccc(-c2nc(N)sc2CC(=O)OCC(=O)NC2CCCC(C)C2C)cc1 (configuration not stated),-0.8%,-0.2%,-1.5%,-7.6%,-18.4%,-19.3%,2.0%,-15.0%,-2.9%
CC(/C=N\N1CCN(c2ccc(Cl)cc2)CC1)=C\c1ccccc1,-2.1%[57.1 µM],-1.8%,-5.6%,-1.8%,6.7%,5.4%,0.2%,0.0%,1.5%
CNC[C@H]1Oc2c(NS(=O)(=O)c3cccs3)cccc2C(=O)N([C@H](C)CO)C[C@@H]1C,9.9%[57.1 µM],4.8%,2.8%,5.6%[57.1 µM],4.4%,?,.,?,15.6%
COc1cccc(C2C=C(c3ccc(C)c(C)c3)Nc3nnnn32)c1OC (configuration not stated),2.9%[57.1 µM],-6.5%,?,-1.4%[57.1 µM],-22.4%,-17.3%,-0.5%,-24.5%,-11.4%
CC1=C(C(N)=O)C(c2ccccc2F)NC(=O)N1 (configuration not stated),6.7%,1.6%,0.4%,-0.5%,-29.2%,-14.0%,-0.3%,?,-0.2%
COC(=O)c1ccccc1NS(=O)(=O)c1ccc2c3c(cccc13)C(=O)N2,29.8%,-1.3%,-3.2%,20.2%,14.9%,-15.9%,2.6%,5.2%,1.0%
COc1cccc(CNC(=O)CCNS(=O)(=O)c2ccc(C)cc2)c1,4.9%,0.3%,0.1%,3.0%,-17.6%,-13.0%,1.6%,9.2%,11.6%
CCOc1ccc(C(=O)Nc2ccc(NC(=O)c3cccs3)cc2)cc1[N+](=O)[O-],-9.3%,3.0%,1.0%,-11.5%,18.1%,4.2%,-0.6%,-8.8%,1.2%
O=C(c1ccccc1Br)N1CCN(Cc2ccc3c(c2)OCO3)CC1,19.8%[57.1 µM],-3.2%,-2.0%,-0.6%[57.1 µM],-51.5%,-17.3%,0.4%,10.8%,0.2%
CC1(C)OC2CCN3C(C(O)COS3(=O)=O)C2O1 (configuration not stated),12.7%,0.6%,0.0%,0.9%,-10.4%,15.2%,0.2%,-4.6%,-4.5%
CC(NC(=O)c1ccccc1NC(=O)c1ccncc1)c1ccccc1 (configuration not stated),0.5%,-0.2%,-2.0%,1.8%,-4.2%,-22.2%,0.7%,-1.3%,9.2%
Cc1cccc(N2CC(C(=O)Nc3ccc(S(=O)(=O)N4CCCCC4)cc3)CC2=O)c1C (configuration not stated),1.3%[57.1 µM],2.5%,-2.3%,-0.8%[57.1 µM],-26.4%,-14.8%,1.7%,-0.1%,-6.4%
